EphB4 ephrin blk = EphB4-ephrin-B2 interaction antagonism; EphB4 LBD / TNYL-RAW-Alexa532 peptide, fluorescence polarization; inhibition, % at 7 µM; 97,000 compounds, 0.15% hits; AID 720;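 active means inhibition above the screen-wide mean inhibition plus 3 SD, cut at about 15% in these data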;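 further: 0% = DMSO wells and 100% = excess unlabeled TNYL-RAW peptide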
CYP2C19 inhib = inhibitors of human CYP2C19; P33261; CYP2C19 Supersomes, luciferin-H EGE luminescence, 30 min; inhibition, % at 5 µM; 96,000 compounds, 21% hits;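 active means CYP2C19 inhibition above a set limit at 5 µM in the primary screen, cut at about 50% in these data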;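 further: plate controls were negative control wells for no effect and 2.5 mM tranylcypromine positive control for full effect; values of inactives mirror those of a sister screen read the other way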
HIV Rev-RRE inh = inhibitors of HIV-1 Rev-RRE RNA interaction. inhibition, % at 8 µM. 97,000 compounds, 0.79% hits. Rev peptide-RRE RNA binding, FRET;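 active means inhibition above the screen-wide mean plus 3 SD, cut at about 35% in these data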;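 further: 0% = median DMSO wells and 100% = median Neomycin B control wells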
Target sequence (P05866 whole entry, looked up): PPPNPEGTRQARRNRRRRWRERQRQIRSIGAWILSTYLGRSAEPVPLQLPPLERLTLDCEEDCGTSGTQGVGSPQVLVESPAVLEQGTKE
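assay system = Cy5-tagged RRE RNA duplex with fluorescein-tagged Rev peptide | incubation = 5 + 15 min at 25 °C | also added = labelled Rev peptide | measure = % inhibition of FRET ratio versus controls | benchmarks = DMSO wells as 0% and neomycin B wells as 100% inhibition | measured by = FRET fluorescence readout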
CYP2C19 act = increases human CYP2C19 enzyme activity; P33261; recombinant CYP2C19, luciferin-H EGE luminescence; hits give high values; 0 = fully inhibited enzyme, 1 = untreated enzyme; activation factor at 5 µM; 96,000 tested, under 10 active; AID 1025;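 active means activation factor of at least 2 at 5 µM in the primary screen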;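 further: 0 = wells with 2.5 mM tranylcypromine and 1 = vehicle-only wells; values of inactives mirror those of a sister screen read the other way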
PLK1 kinase inh = inhibitors of human PLK1 kinase | inhibition, % at 10 µM | recombinant PLK1 kinase, TR-FRET peptide phosphorylation | 97,000 compounds, 0.53% hits | AID 619 | P53350;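 active means inhibition of 50% or more in the single-concentration screen; inactive means inhibition below 50%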;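 further: 0% = DMSO max control and 100% = H-89 dihydrochloride min control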
CYP2C9 act = activators of human CYP2C9 | 96,000 compounds, 1.4% hits | P11712 | recombinant CYP2C9, luciferin-H conversion, luminescence; hits give high values; factor 1 = untreated enzyme, 0 = blocked | activation factor at 5 µM | AID 1024;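 active means activation factor of 2 or more for CYP2C9 at a 5 µM dose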;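 further: 0 = sulfaphenazole-blocked wells and 1 = vehicle-only wells; values of inactives mirror those of a sister screen read the other way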
Target sequence (P11712 whole entry, looked up): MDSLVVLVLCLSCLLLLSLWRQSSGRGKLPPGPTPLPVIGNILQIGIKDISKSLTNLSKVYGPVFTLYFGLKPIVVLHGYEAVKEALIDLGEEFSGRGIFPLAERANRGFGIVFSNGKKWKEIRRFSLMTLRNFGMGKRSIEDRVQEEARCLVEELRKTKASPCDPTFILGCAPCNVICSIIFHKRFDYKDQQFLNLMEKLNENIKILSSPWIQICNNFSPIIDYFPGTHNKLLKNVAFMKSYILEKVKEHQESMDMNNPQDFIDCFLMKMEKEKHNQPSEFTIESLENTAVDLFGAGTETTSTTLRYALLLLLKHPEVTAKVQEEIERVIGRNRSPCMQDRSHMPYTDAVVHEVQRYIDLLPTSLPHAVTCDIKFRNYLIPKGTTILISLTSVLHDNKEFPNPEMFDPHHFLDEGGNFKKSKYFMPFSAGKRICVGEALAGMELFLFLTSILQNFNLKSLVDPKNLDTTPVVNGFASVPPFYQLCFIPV
PLAP act = activators of human placental alkaline phosphatase. purified PLAP enzyme, luminescent substrate read-out; hits give high values. 96,000 compounds, 1.2% hits. activation fold at 20 µM. P05187; in the data active means activation fold above about 2
Plk1 PBD FP = blocks phosphopeptide binding to human Plk1 polo box domain; Plk1 PBD phosphopeptide binding, fluorescence polarization; inhibition, %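 (tested at about 20 µM)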; 97,000 compounds, 0.13% hits; AID 693; in the data active means inhibition above about 34%, passing the limit was not always enough
CYP2C9 inhib = inhibitors of human CYP2C9; CYP2C9 Supersomes, luciferin-H conversion, luminescence; P11712; 96,000 compounds, 20% hits; inhibition, % at 5 µM;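 active means blocking of liver enzyme CYP2C9 beyond about 50% at 5 µM, limit read from the data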; further: values of inactives mirror those of a sister screen read the other way
* marks the source's active call; other numbers are inactive results; . = not tested or not shown. Random draw from the library. Share with any hit: about 29%.

SMILES	EphB4 ephrin blk	CYP2C19 inhib	HIV Rev-RRE inh	CYP2C19 act	PLK1 kinase inh	CYP2C9 act	PLAP act	Plk1 PBD FP	CYP2C9 inhib
CCN(CCC(=O)Nc1cc(OC)cc(OC)c1)Cc1ccccc1	-11.5	23.3	1.1	0.8	1.8	0.9	1.4	-24.4	9.3
CCOC(=O)CSc1nc(C(C)(C)C)cc(C(F)(F)F)c1C#N	0.7	-12.2	7.2	1.1	2.3	0.5	0.9	4.0	49.0
Cc1cc(=O)oc(C)c1C(=O)NCCC1=CCCCC1	2.8	-4.0	2.1	1	-10.9	1	1.3	3.6	2.4
Cc1cc(-c2nnc(SCC(=O)NC3CCCC3)o2)no1	-3.1	17.7	4.3	0.8	-14.1	0.8	1	4.2	22.5
CC1=C(C#N)C(c2ccc3ncccc3c2)C(C#N)=C(C)N1	-0.1	83.2*	7.9	0.2	-9.6	0.3	0.9	-7.6	68.7*
O=C(Nc1ccccc1)c1nnsc1S(=O)(=O)c1ccc(Cl)cc1	-4.5	19.5	7.2	0.8	-8.4	0.3	0.9	-18.9	74.9*
CCCNS(=O)(=O)c1ccc(OCC(=O)NCCCOC)cc1	-1.2	.	6.4	.	-12.2	.	.	5.9	.
N#Cc1nc(-c2cccs2)oc1NCCc1ccccc1	0.5	25.7	11.9	0.7	-4.7	0.3	0.6	14.2	67.8*
CCN(CC)S(=O)(=O)c1ccc(S(=O)(=O)N(Cc2ccccn2)Cc2ccco2)cc1	9.7	31.5	10.8	0.7	-7.4	0.7	1.1	5.4	26.3
Cc1ccnc2nc(C(=O)OCCOc3ccccc3)nn12	-11.0	0.2	4.2	1	-10.1	1	1	21.2	1.1
CC(C)CCNC(=O)C1CCN(C(=O)N(C)C)CC1	2.2	6.5	5.5	0.9	-8.0	1.1	1	-30.1	-12.5
COc1ccc(-c2cc(CN3C(=O)c4ccccc4C3=O)on2)cc1	7.9	.	4.5	.	-12.2	.	.	-9.1	.
O=C1C(=O)c2ccc(-c3ccccc3)cc2-c2ccccc21	1.8	.	7.2	.	-3.4	.	.	29.1	.
CCOC(=O)c1sc(C)c2c1NC(C)(c1cccs1)NC2=O (stereo unspecified)	-0.8	31.2	7.0	0.7	-8.6	0.4	1	-18.3	62.7*
COc1ccc(C2N3CC4(C)CN2CC(C)(C3)C4=O)cc1OC (stereo unspecified)	0.9	-13.0	10.2	1.1	-10.0	1.1	1.1	-20.9	-8.2
COc1ccc(CCNC(=O)C2CCN(C(=O)NC3CCCCC3)CC2)cc1	3.9	.	4.2	.	-8.8	.	.	-13.8	.
CCCCCCc1nc2ccccc2c(=O)n1NC(=O)c1c(O)c2cccc3c2n(c1=O)CC3	1.9	.	4.1	.	-6.4	.	.	17.2	.
CN(C)c1ccc(C2=NOC(CN3C(=O)c4ccccc4S3(=O)=O)C2)cc1 (stereo unspecified)	-15.2	19.6	-2.4	0.8	-4.0	0.7	1	15.2	34.8
Cc1ccc(C)c(C(=O)CSc2nnnn2-c2cccnc2)c1	1.2	35.9	2.1	0.6	-4.8	0.8	0.9	-19.8	24.2
COc1ccc(C(=O)N[C@H]2COC(C)(C)O[C@H]2c2ccccc2)cc1	0.9	-1.0	-3.9	1	-3.1	1	1.3	6.3	-3.3

Exported with values ahead of the structure: part of the list above.
EphB4 ephrin blk	CYP2C19 inhib	HIV Rev-RRE inh	CYP2C19 act	PLK1 kinase inh	CYP2C9 act	PLAP act	Plk1 PBD FP	CYP2C9 inhib	Structure
-11.5	23.3	1.1	0.8	1.8	0.9	1.4	-24.4	9.3	CCN(CCC(=O)Nc1cc(OC)cc(OC)c1)Cc1ccccc1
0.7	-12.2	7.2	1.1	2.3	0.5	0.9	4.0	49.0	CCOC(=O)CSc1nc(C(C)(C)C)cc(C(F)(F)F)c1C#N
2.8	-4.0	2.1	1	-10.9	1	1.3	3.6	2.4	Cc1cc(=O)oc(C)c1C(=O)NCCC1=CCCCC1
-3.1	17.7	4.3	0.8	-14.1	0.8	1	4.2	22.5	Cc1cc(-c2nnc(SCC(=O)NC3CCCC3)o2)no1
-0.1	83.2*	7.9	0.2	-9.6	0.3	0.9	-7.6	68.7*	CC1=C(C#N)C(c2ccc3ncccc3c2)C(C#N)=C(C)N1
-4.5	19.5	7.2	0.8	-8.4	0.3	0.9	-18.9	74.9*	O=C(Nc1ccccc1)c1nnsc1S(=O)(=O)c1ccc(Cl)cc1
-1.2	.	6.4	.	-12.2	.	.	5.9	.	CCCNS(=O)(=O)c1ccc(OCC(=O)NCCCOC)cc1
0.5	25.7	11.9	0.7	-4.7	0.3	0.6	14.2	67.8*	N#Cc1nc(-c2cccs2)oc1NCCc1ccccc1
9.7	31.5	10.8	0.7	-7.4	0.7	1.1	5.4	26.3	CCN(CC)S(=O)(=O)c1ccc(S(=O)(=O)N(Cc2ccccn2)Cc2ccco2)cc1
-11.0	0.2	4.2	1	-10.1	1	1	21.2	1.1	Cc1ccnc2nc(C(=O)OCCOc3ccccc3)nn12
2.2	6.5	5.5	0.9	-8.0	1.1	1	-30.1	-12.5	CC(C)CCNC(=O)C1CCN(C(=O)N(C)C)CC1

Next entries:
SMILES	EphB4 ephrin blk	CYP2C19 inhib	HIV Rev-RRE inh	CYP2C19 act	PLK1 kinase inh	CYP2C9 act	PLAP act	Plk1 PBD FP	CYP2C9 inhib
N#CC(=C1N=c2ccccc2=N1)c1c(O)[nH]c2ccccc12	2.1	-8.9	6.5	1.1	-8.4	0.9	0.8	21.0	12.3
CC(C)CNC(=S)N1CCC(NC(=O)C23CC4CC(CC(C4)C2)C3)CC1	3.8	.	0.7	.	-8.1	.	.	7.6	.
O=C(/C=C/c1ccc(OCCCF)cc1)NCc1ccc(Cl)cc1	5.6	34.2	1.9	0.7	-11.5	0.9	0.9	6.4	9.7
O=C(Cn1nc(Cc2cccnc2)c2ccccc2c1=O)NCC1CCCO1 (stereo unspecified)	-1.6	16.7	2.8	0.8	-16.8	0.8	1	4.8	21.3
O=C1CN(C(=O)c2ccc(Br)o2)C(c2ccccc2)c2cc(Cl)ccc2N1 (stereo unspecified)	-8.0	85.6*	5.4	0.1	-15.8	0	1.6	-34.6	100.3*
COc1cnn(-c2ccccc2)c(=O)c1N(C)C	-6.0	0.9	-0.7	1	-13.0	1	1.2	-17.2	0.3
Cc1ccc(NC(=O)CCN2C(=O)CSC2=O)cc1	5.2	.	1.5	.	-4.0	.	.	-1.6	.
NC(=NC(=O)c1ccccc1)N1CCOCC1	3.7	12.0	9.7	0.9	-8.3	1	1.1	4.2	4.1
Cc1ccccc1C(=O)Nc1cccc(N)c1	7.3	-1.2	5.5	1	-4.2	0.9	0.9	-16.9	13.4
CCCCCc1c(C)nc(NCc2ccccc2)[nH]c1=O	.	28.8	.	0.7	.	0.5	1	.	45.2
Cc1cccnc1NC(=O)CCCN1C(=O)c2ccccc2C1=O	-3.3	7.3	5.8	0.9	-4.8	2.1*	0.9	-4.6	-110.0
CCCn1c(SCc2cc(=O)oc3ccc4ccccc4c23)n[nH]c1=O	.	77.8*	.	0.2	.	0.2	1.7	.	84.0*
CC(C)COc1ccc(C(=O)NCc2ccco2)cc1	-2.0	18.0	4.3	0.8	-6.3	0.8	1	11.4	21.6
O=C(Cc1cccs1)NCc1cn2ccccc2n1	5.0	35.3	8.5	0.6	-2.5	1	0.8	14.2	-4.5
O=C(NC1(C(F)(F)F)NC(=O)N(Cc2cccnc2)C1=O)c1ccncc1 (stereo unspecified)	-1.2	10.5	8.3	0.9	-37.1	0.4	1	-0.6	60.3*
COCCCN1CN(S(=O)(=O)c2ccc(Cl)cc2)c2nc3ccccc3nc21	5.6	98.3*	9.2	0	-2.1	0	1.5	29.4	99.4*
NC(=O)CSc1nnc(CCc2nc3ccccc3[nH]2)n1-c1ccccc1	6.7	.	4.7	.	-4.8	.	.	-8.3	.
O=C(Oc1cccc2c(O)cccc12)c1ccccc1	0.8	83.8*	3.9	0.2	-1.8	0.3	1.2	-11.2	73.1*
CCN(CC)CCN(Cc1cc2cc3c(cc2[nH]c1=O)OCCO3)C(=O)NC1CCCCC1	7.9	-0.9	11.3	1	-1.1	1.1	0.8	-24.4	-7.1
CN=C(Nc1cc(Cl)ccc1Cl)SC1CC(=O)N(c2ccc(C(=O)OC)cc2)C1=O (stereo unspecified)	-10.2	91.7*	5.8	0.1	-9.9	0	1.3	-9.4	99.9*
CN1CCN(Cc2cc(=O)oc3cc4c(cc23)CCC4)CC1	-8.0	63.1*	-5.7	0.4	-12.2	0.4	1.4	2.9	63.6*
CCOC(=O)N1CCC(NC(=O)CCc2nc(-c3ccccc3F)no2)CC1	0.5	59.8*	-0.2	0.4	-11.6	0.4	1.5	-2.8	58.9*
COc1ccc(N2CCN(CCCNS(=O)(=O)c3c(C)noc3/C=C/N(C)C)CC2)cc1	1.9	0.8	-2.0	1	-11.7	0.4	1.4	-21.3	61.9*
Cc1nnc(SCC(=O)N(C)Cc2ccccc2)[nH]c1=O	3.2	2.7	7.7	1	-0.9	1	0.9	6.7	4.7
CCCC1C2C(=O)N(c3ccccc3OC)C(=O)C2ON1c1ccccc1 (stereo unspecified)	-6.3	94.8*	5.8	0.1	-5.6	0.3	1.6	-43.4	69.8*
COc1ccccc1CNC(=O)c1cnc2ccccn2c1=O	.	18.2	.	0.8	.	1.2	1	.	-19.4
Cc1cc(Cl)c(S(=O)(=O)NCc2cccnc2)cc1OCC(N)=O	6.2	-7.3	5.1	1.1	-6.4	1.1	0.9	7.4	-9.2
O=C(CN1CCC(n2nnc3cc(F)ccc32)CC1)NCc1ccco1	2.0	26.3	7.1	0.7	-17.9	0.7	1.5	19.8	29.6
